Dicer inh = blocks human Dicer maturation of pre-miR-21 | AID 1347074 | cat-ELCCA pre-miR-21 Dicer processing, chemiluminescence; stronger effect = higher value | 47,000 tested, 6% active | z-score at 25 µM | Q9UPY3; in the data active = z-score above about 3, passing the limit was not always enough;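 note: plate controls were vehicle for no effect and no enzyme for full effect; higher signal means more uncleaved substrate so more Dicer inhibition; strong numbers were not always called active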
Target sequence (Q9UPY3 whole entry, looked up): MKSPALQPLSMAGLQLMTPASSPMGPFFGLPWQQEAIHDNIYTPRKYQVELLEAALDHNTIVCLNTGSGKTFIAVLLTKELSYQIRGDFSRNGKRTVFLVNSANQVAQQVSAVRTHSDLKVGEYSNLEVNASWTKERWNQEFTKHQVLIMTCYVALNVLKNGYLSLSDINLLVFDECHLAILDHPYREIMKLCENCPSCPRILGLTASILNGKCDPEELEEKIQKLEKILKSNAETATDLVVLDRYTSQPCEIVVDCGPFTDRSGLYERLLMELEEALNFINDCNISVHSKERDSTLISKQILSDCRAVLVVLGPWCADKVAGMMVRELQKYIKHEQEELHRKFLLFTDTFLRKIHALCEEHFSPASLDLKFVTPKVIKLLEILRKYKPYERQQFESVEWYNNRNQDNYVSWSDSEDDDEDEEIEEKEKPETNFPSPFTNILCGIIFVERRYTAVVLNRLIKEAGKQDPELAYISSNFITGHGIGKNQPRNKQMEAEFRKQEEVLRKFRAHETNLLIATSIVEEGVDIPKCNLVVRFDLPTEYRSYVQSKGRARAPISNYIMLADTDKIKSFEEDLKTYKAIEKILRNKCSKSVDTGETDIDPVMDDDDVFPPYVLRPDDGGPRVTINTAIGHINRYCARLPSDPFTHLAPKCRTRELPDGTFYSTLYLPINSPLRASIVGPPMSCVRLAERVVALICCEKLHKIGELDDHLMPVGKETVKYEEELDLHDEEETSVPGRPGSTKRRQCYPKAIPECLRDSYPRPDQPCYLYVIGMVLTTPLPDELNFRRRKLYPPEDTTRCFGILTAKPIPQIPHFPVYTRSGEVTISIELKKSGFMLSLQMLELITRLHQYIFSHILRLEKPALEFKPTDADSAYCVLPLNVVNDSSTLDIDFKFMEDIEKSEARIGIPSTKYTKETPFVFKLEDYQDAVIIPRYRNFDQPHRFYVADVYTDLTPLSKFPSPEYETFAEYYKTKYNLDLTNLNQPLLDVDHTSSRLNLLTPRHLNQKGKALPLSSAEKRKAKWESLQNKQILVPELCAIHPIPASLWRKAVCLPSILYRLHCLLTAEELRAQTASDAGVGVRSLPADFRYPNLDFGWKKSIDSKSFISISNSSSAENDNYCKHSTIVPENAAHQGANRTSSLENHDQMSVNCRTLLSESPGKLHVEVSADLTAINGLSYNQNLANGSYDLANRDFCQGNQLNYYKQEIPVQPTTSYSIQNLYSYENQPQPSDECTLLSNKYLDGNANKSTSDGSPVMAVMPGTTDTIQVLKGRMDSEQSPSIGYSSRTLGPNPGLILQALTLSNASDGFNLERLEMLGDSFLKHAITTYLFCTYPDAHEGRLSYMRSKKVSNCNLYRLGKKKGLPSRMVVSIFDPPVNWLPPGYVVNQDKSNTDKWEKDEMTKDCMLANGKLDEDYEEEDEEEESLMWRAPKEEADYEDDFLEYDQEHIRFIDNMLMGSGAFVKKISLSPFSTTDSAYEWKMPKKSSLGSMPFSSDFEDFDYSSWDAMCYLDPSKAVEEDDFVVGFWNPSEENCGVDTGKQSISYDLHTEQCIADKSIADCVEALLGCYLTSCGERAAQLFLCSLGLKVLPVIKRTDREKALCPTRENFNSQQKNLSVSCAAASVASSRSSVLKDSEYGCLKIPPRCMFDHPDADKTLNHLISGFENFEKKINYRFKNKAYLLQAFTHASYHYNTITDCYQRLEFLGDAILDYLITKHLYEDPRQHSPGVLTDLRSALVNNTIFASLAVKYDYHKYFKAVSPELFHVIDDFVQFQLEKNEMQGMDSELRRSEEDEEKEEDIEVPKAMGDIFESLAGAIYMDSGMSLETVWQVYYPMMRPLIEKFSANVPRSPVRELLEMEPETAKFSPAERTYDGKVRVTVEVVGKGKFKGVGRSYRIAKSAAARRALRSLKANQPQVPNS
* hit, by the source's call. An excerpt (hit frequency here may not be typical).

smiles	Dicer inh
Cc1cccc(Cn2nc(C(C)(C)C)cc2-c2nnc(SCC(=O)c3ccccc3)o2)c1	41
O=C(Nc1cc(C(F)(F)F)cc(C(F)(F)F)c1)Nc1cc2ccccc2s1	3*
Cc1ccc(/C(O)=C2\C(=O)C(=O)N(CCCN3CCOCC3)C2c2ccc(F)cc2)cc1 (configuration not stated)	-0.14
Cc1ccc(C(C)C)c(OCCN2C(=O)C(=O)c3cc(C)ccc32)c1	-0.65
COCCOC(=O)c1c(C)oc2cc(Br)c(OCc3cccc(OC)c3)cc12	0.02
N#Cc1c2c(c(N3CCCCC3)n3c1nc1ccccc13)CCC2	-1.2
Cc1ccc(CSc2nc(C)cc(=O)[nH]2)cc1	-1.6
Cc1c(N(C)C(=O)c2ccco2)c(=O)n(-c2ccccc2)n1C	2.1
C=CCOc1ccc(/C(O)=C2/C(=O)C(=O)N(CCOC)C23C(=O)N(C)c2ccccc23)cc1C (configuration not stated)	1.9
Cc1ccc(N2CC(O)=C(c3nc4ccccc4c(=O)[nH]3)C2=N)cc1	1.9
CCOC(=O)C1C2C=CC3(CN(Cc4ccco4)C(=O)C13)O2 (configuration not stated)	-0.68
COC(=O)N1C2C=CC(C2)C1(C(F)(F)F)C(F)(F)F (configuration not stated)	-1.4
O=C(COC(=O)c1cnccn1)c1ccc(Br)cc1	0.85
CCN(CC)CCN1C(=O)C(=O)c2ccccc21	-0.56
CC(C)c1nnc(N2C(=O)c3oc4ccccc4c(=O)c3C2c2ccccc2)s1 (configuration not stated)	0.48
CCOc1ccc2cc(S(=O)(=O)N3CCOCC3)ccc2c1	-1.7
O=C(Nc1ccc(Cl)cc1Cl)N1CCCCC1	0.26
CCCCCCCc1c(O)c2cccc3c4ccccc4n(c1=O)c23	0.69
COC(=O)C1=C(C(=O)c2ccccc2)C(c2cccs2)n2nnnc2N1 (configuration not stated)	0.73
Cc1cc(C)c2c(n1)sc1c(=O)n(/N=C/c3ccc(Cl)cc3)c(C)nc12	2.7

The results go on.
smiles	Dicer inh
CC(C)(C)C(=O)NC(=O)Nc1ccccc1C(F)(F)F	-0.33
CC(C)(C)SCCNC(=O)C(C)(C)C	-0.43
N#Cc1c(-c2ccccc2)c(-c2ccccc2)nn(CC(=O)NNC(=O)Nc2cccc(C(F)(F)F)c2)c1=O	-0.71
Cc1nc(C(=O)NNC(=O)Nc2ccccc2)cs1	0.65
COc1ccc2oc(C(F)(F)F)cc(=O)c2c1	1.7
Clc1cccc(CN2CCN(Cc3ccncc3)CC2)c1	-0.45
CCN1C(=O)c2cccc3c(S(=O)(=O)Nc4nc5ccccc5s4)ccc1c23	-1.9
CCOC(=O)c1cccc(C(=O)Oc2ccccc2)n1	6.2*
CCCCCCSc1cc(C)nc2ncnn12	0.46
CSc1ncc(S(=O)(=O)Cc2ccco2)c(N)n1	7.7
Cc1ccc(C)c(NS(=O)(=O)c2ccc3[nH]c(=O)[nH]c3c2)c1	-0.38
OC(CCN1CCCCC1)(c1ccccc1)C1CCCCC1 (configuration not stated)	0.06
Cc1cscc1NC(=O)/C=C/C(=O)O	0.64
N#Cc1c(C(F)(F)F)cc(-c2cccnc2)[nH]c1=O	-0.58
COc1ccc(NS(=O)(=O)c2ccc3c(c2)n(C)c(=O)n3C)cc1	1.1
CCCOC(=O)C(CC)Oc1ccc2c(=O)c(Oc3ccccc3Cl)coc2c1 (configuration not stated)	-0.81
Fc1ccc(Cn2[nH]nnc2=S)cc1	0.28
O=C(O)CSCC(=O)Nc1nc(SCc2ccc(Cl)cc2)n[nH]1	0.43
Cc1cc(C)nc(N2CCC(NC3CC(=O)N(c4ccc(F)c(Cl)c4)C3=O)CC2)n1 (configuration not stated)	-0.52
COc1nnc(-c2ccc(C)c(S(N)(=O)=O)c2)c2ccccc12	0.59

The results go on:
smiles	Dicer inh
COc1ccc(C2Oc3ccccc3C3CC(c4ccccc4O)=NN32)cc1 (configuration not stated)	5.3
O=C(Nc1cccc2cccnc12)C(Cl)(Cl)Cl	-0.2
COc1ccc(C(Nc2cc(C)ccn2)c2ccc3cccnc3c2O)cc1OC (configuration not stated)	11*
O=C(NOC(=O)c1c(F)cccc1Cl)c1ccc(Cl)c(Cl)c1	-0.26
COc1cccc(N2C(=O)C3ON(c4ccc(Cl)cc4)C(c4cccs4)C3C2=O)c1 (configuration not stated)	0.14
CC(C)(C)Oc1ccc(CC(CO)NC(=O)OCC2c3ccccc3-c3ccccc32)cc1 (configuration not stated)	-0.84
Cc1c(S(=O)(=O)N2CCCC2c2ccc(F)cc2)cnn1-c1ccccc1 (configuration not stated)	-0.78
COc1ccc(OCCSc2nc3ccccc3c(=O)[nH]2)cc1	-0.75
Cc1ccc2c(c1)nnc1n[nH]c(=O)n12	-0.89
CCCOC(=O)C1=C(C)NC2=C(C(=O)CC(C)(C)C2)C1c1ccccn1 (configuration not stated)	0.05
CC(C)c1ccc(OCc2nc(-c3ccccc3)no2)cc1	1
Cn1c(=O)c2c(nc(N3CCc4ccccc4C3)n2C)n(C)c1=O	-0.22
Cc1oc2c(F)c(F)c(F)c(F)c2c1/C(N)=N/O	-0.45
COc1nc2c(c(-c3ccccc3)c1C#N)Cc1ccccc1-2	-0.91
O=C(COc1ccc(Cl)cc1)Oc1ccc2ccccc2c1	-0.23
Cc1onc(-c2c(Cl)cccc2Cl)c1NC(=O)N1CCCC1=O	0.95
CCOC(=O)c1sc(NC(=O)CC)nc1C	1.8
O=C(NCc1ccc(Cl)cc1)c1nn2c(C(F)(F)F)cc(-c3ccco3)nc2c1Cl	4.2*
CCCC(CCC)C(=O)NCCN1CCOCC1	1.9
Cc1c(C(=O)O)cc(C(C)(C)C)n1CCSCc1c(F)cccc1Cl	-1.4

Next section
smiles	Dicer inh
CN(C)/C=N/c1nnc(SCC#N)s1	-0.88
CN(C(=O)N1c2ccccc2Sc2ccccc21)c1ccccc1	0.67
COc1ccc(-c2nc(C#N)c(NC3CC3)o2)cc1	-0.79
Cc1ccc(C(=O)N2CCN(CC(=O)Nc3cc(-c4ccccc4)sc3C(N)=O)CC2)cc1	0.24
Cc1cccc(Nc2nc(-c3c(C)nc4ccccn34)cs2)c1	4.6*
CCCCOc1ccc(C2c3c(oc4ccc(F)cc4c3=O)C(=O)N2CCCN(C)C)cc1 (configuration not stated)	0.1
COCCCn1c(SCC(=O)NN)nnc1-c1ccc(C(F)(F)F)cc1	-1.6
CC(C)(C)Sc1nc2ccccc2[nH]c1=S	-0.78
CCOC(=O)c1cnc(SCC(=O)c2cccc([N+](=O)[O-])c2)nc1N	-0.38
N#Cc1c(F)ccc(NC(=O)Nc2ccc(Cl)cc2)c1F	-0.58
CCOC(=O)c1c[nH]c2cc(OC)ccc2c1=O	0.11
O=c1[nH]c2ccc(NCc3ccc4c(c3)OCO4)cc2[nH]1	-0.48
CCOC(=O)Cn1nnc(N2CCCC2)n1	-0.83
O=C(O)CSc1nnc2c3ccccc3n(CCc3ccccc3)c2n1	2.3
Cc1nc2c(=O)n(-c3ccc(F)c(Cl)c3)nc(C)c2s1	-0.39
O=C(O)c1ccc(CN2C(=O)COc3ccccc32)cc1	-0.72
O=C(CSc1nc(-c2ccco2)cc(C(F)(F)F)n1)N1CCOCC1	-0.28
Cc1ccnc(NC(c2ccccc2F)c2ccc3cccnc3c2O)c1 (configuration not stated)	4.3
Clc1ccccc1CSc1nnnn1-c1ccccc1	0.72
CCOC(=O)CSc1nc(-c2ccccc2)cn1-c1ccc(OC)cc1OC	-0.6

Continued, starting with the last three of the part before.
smiles	Dicer inh
Cc1ccnc(NC(c2ccccc2F)c2ccc3cccnc3c2O)c1 (configuration not stated)	4.3
Clc1ccccc1CSc1nnnn1-c1ccccc1	0.72
CCOC(=O)CSc1nc(-c2ccccc2)cn1-c1ccc(OC)cc1OC	-0.6
O=C(Cn1nnc2sc3c(c2c1=O)CCCC3)NCc1ccco1	2.1
O=[N+]([O-])c1cccc(-c2noc(CSC3=NCCN3Cc3ccccc3)n2)c1	-0.63
Cc1ccc(NC(=S)Nc2ccc(C)c(C)c2)cc1C	-0.26
NC(=O)c1ccc(Nc2ncnc3nc[nH]c23)cc1	-1.3
COc1ccc(-c2cc(=O)c3ccccc3s2)cc1	1
CNC(=O)c1cccc2cccc(Sc3ccccc3C(=O)O)c12	25*
Cc1oc(C(=O)NNC(=O)Nc2cccc(C(F)(F)F)c2)nc1-c1ccccc1	0.65
O=C1CCC(c2ccccc2)=NN1c1ccc([N+](=O)[O-])cc1	-0.67
Oc1ccccc1OCCOc1ccccc1O	-7
Cc1ccc(CC2CC(=O)N(c3nc4ccccc4n3C)C2=O)cc1 (configuration not stated)	2.6
Cc1ccc(O)c(C2=NN3C(C2)c2ccccc2OC3c2ccncc2)c1 (configuration not stated)	2.3
O=S(=O)(Oc1ccccc1)c1ccc2c(c1)Cc1cc(S(=O)(=O)Oc3ccccc3)ccc1-2	-0.91
O=C(C1=C(O)C(=O)N(CCCn2ccnc2)C1c1cccnc1)c1cccs1 (configuration not stated)	3.1*
COc1ccccc1N=C(N)SCc1ccccc1	5.9*
NS(=O)(=O)c1ccc(N2N=C(c3ccccc3)CC2c2ccccc2)cc1 (configuration not stated)	2.4
CCc1ccc(C2C(C(=O)OC)=C(C)NC3=C2C(=O)CC(C)(C)C3)s1 (configuration not stated)	-0.63
O=C(Cc1ccccc1)c1cc2c(cc1Br)OCCO2	2.1
O=[N+]([O-])c1cc(C(F)(F)F)ccc1-n1ccc(-c2cccs2)n1	-0.76
CCOC(=O)N1c2ccccc2C(C)(c2ccccc2)CC1(C)C (configuration not stated)	1.4
Cc1ccc(C)n1CCNc1ccc(C(F)(F)F)cc1[N+](=O)[O-]	0.18

Other structures
smiles	Dicer inh
CCOC(=O)c1c(SC)nc2c(Cl)cccc2c1N1CCCCC1	-1.9
CN1C(=O)C(O)(CC(=O)c2cc(O)ccc2O)c2ccccc21 (configuration not stated)	0.54
CN(C)c1ccc(C2C3C(=O)N(Cc4ccccc4)C(=O)C3ON2c2ccccc2)cc1 (configuration not stated)	3.3*
N#C/C(=C\c1ccc[nH]1)C(=O)Nc1ccc(F)c(F)c1F	-0.08
N/C(=N\OC(=O)c1cnn(-c2ccc(Cl)cc2)c1C(F)(F)F)c1ccc(C(F)(F)F)cc1	-2.2
COC(=O)c1sc(SCCOC(=O)Nc2ccccc2)c2c1CC(C)(C)CC2=O	-0.91
COC(=O)c1cn(Cc2cc(OC)ccc2OC)cc(F)c1=O	-0.76
Cc1oc2cc(O)ccc2c(=O)c1Oc1ccc(Cl)cc1	0.45
COc1cc(C2SCc3cc(C)c(C)cc3CS2)ccc1O	1.1
Cc1onc(-c2c(Cl)cccc2Cl)c1C(=O)N=C(N)N1CCCC1	1.8
c1ccc(OCc2nnc3sc(-c4ccccc4)nn23)cc1	2.1
N#CCOc1ccc2c(=O)cc(-c3ccccc3)oc2c1	0.67
Cc1cc(C)nc(N/C=C(\C#N)C(=O)c2ccoc2C)n1	0.66
Cc1cc(Nc2ccc(N(C)C)cc2)c2cccc(C)c2n1	1.6
CCOC(=O)C(CC)Sc1ncnc2sc3c(c12)CCCC3 (configuration not stated)	-4.4
CC(C)c1nc2c(c3c1[nH]c1ccccc13)C(=O)CC(C)(C)C2	-0.28
CCOC(=O)C1=C(C)NC2=C(C(=O)CC(C)(C)C2)C1c1cc(Br)c(CC)s1 (configuration not stated)	-0.31
FC(F)(F)c1cc(-c2ccccc2)no1	0.22
COc1cc2c(cc1OC)C1CN3CCc4cc(OC)c(OC)cc4C3CN1CC2 (configuration not stated)	0.74
O=C(O)c1cn(-c2ccccc2)nc1-c1cccnc1	1.9

Brought forward from above: 2 entries, followed by the next part.
smiles	Dicer inh
COc1cc2c(cc1OC)C1CN3CCc4cc(OC)c(OC)cc4C3CN1CC2 (configuration not stated)	0.74
O=C(O)c1cn(-c2ccccc2)nc1-c1cccnc1	1.9
Cc1cccc(C)c1NC(=S)NNC(=O)NNC(=S)Nc1c(C)cccc1C	1.2
CC1(C)CC(=O)C=C(Sc2ccc(C#N)cc2[N+](=O)[O-])S1	0.96
CN1CCc2c(sc(N)c2C(=O)OC(C)(C)C)C1	1.5
O=S(=O)(Nc1cc(C(F)(F)F)cc(C(F)(F)F)c1)c1ccc(Cl)s1	-1.4
Cc1ccc2nc(C(F)(F)F)cc(N3CCN(/C=C(/C#N)S(=O)(=O)c4ccccn4)CC3)c2c1	-0.06
CN1C(=O)C(O)(CC(=O)c2ccc(Cl)cc2)c2ccccc21 (configuration not stated)	3.9*
COc1ccc(O)c(C2=NCCNC(C(F)(F)C(F)F)=C2)c1	0.15
O=C1[C@H]2CSC3(C(=O)c4ccccc4C3=O)N2C(=O)[C@H]2CSC3(C(=O)c4ccccc4C3=O)N12	-1.8
COc1ccc(C2Sc3ccccc3N=C3c4ccccc4CCC32)cc1 (configuration not stated)	-1.6
COc1cc(OC)c2nc(C)c3c(c2c1)N(c1cccc(C(F)(F)F)c1)CC3	-1
CCOc1ccc(C2C3=C(CCCC3=O)NC3=C2C(=O)c2ccccc23)cc1 (configuration not stated)	0.06
Cc1cc(-c2noc(COc3ccc(F)cc3)n2)c2ccccc2n1	0.85
CN(C)c1ccc(C2C(C(=O)c3cccs3)=C(O)C(=O)N2Cc2cccnc2)cc1 (configuration not stated)	2.4
COC(=O)C1=C(C)NC2=C(C(=O)CC(C)(C)C2)C1c1cccc(OC)c1O (configuration not stated)	0.44
Cc1ccccc1OC1CCS(=O)(=O)C1 (configuration not stated)	1
CCOC(=O)C1=C(C)N2CCN=C2S1	0.91
O=C1c2ccccc2C(=O)C1c1ccccc1F	20*
NC(=O)Nc1cc(Cl)ccc1Cl	2.3
CN(C)CCCNc1nc(-c2cccnc2)nc2ccccc12	-2.4

High-throughput results deposited in PubChem BioAssay by Center for Chemical Genomics, University of Michigan.
